CCT chaperon mod: changes cytosolic chaperonin activity | purified chaperonin ATPase assay, HTRF ADP detection, 30 min | activity change, % (test concentration not listed), hits read low | 0.3% of 360,000 active | AID 651819; in the data active means activity change below about -30%; further: on the % scale 0 is the no-effect control and ±100 the full control effect
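We incubate TRiC, 40 or 20 nM final, with library compounds at 76 uM and 10 uM ATP for 30 min at 37 °C. ADP formed is detected with Transcreener HTRF reagents after 30 min at room temperature.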
TGFb SMAD3 inh: TGF-b pathway inhibition; 1.2% of 410,000 active; Potency, µM (doses to about 46.1 µM), for inactives: at the top dose activity, negative = inhibition, most hits filed as inhibitors; HepG2 CAGA-GFP TGF-b/SMAD3 reporter, GFP fluorescence, 18 h; TGF-beta stimulated, 500 pg/mL final; further: potency means the concentration at half of the fitted maximal effect; on the % scale 0 is the no-effect control and ±100 the full control effect; nearly all actives have a fitted effect of over 65% in size
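GFP signal (ex488/em500-530) from TGF-beta-stimulated HEPG2 CAGA-GFP cells, 500 pg/mL final, 18 h at 37 degrees C in DMEM plus 1% FBS, normalized to unstimulated and DMSO-stimulated controls.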
Nrf2 inh: inhibitors of Nrf2 signaling. 2.1% of 360,000 active. A549 ARE-Fluc reporter, luciferase luminescence, 18-24 h. Potency, µM (titrated, usually from 46 µM), for the others: at the top dose activity change, negative = inhibition, actives largely listed as inhibitors; further: potency means the concentration at half of the fitted maximal effect; on the % scale 0 is the no-effect control and ±100 the full control effect; nearly all actives have a fitted effect of over 60% in size
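In this cell-based qHTS, ARE-driven firefly luciferase in A549 cells reports Nrf2 activity; the luminescent signal after BugLite lysis is the measured value, with a prior CellTiter-Fluor read for cell health.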
A549 viability: counter-screen for Nrf2 inhibitors: cytotoxicity in A549 cells; A549 ARE-Fluc cells, CellTiter-Fluor viability, 18-24 h; Potency, µM (highest dose often 46 µM), for the others: at the highest dose activity change, negative = cytotoxicity, usual class: inhibitors; 0.16% of 390,000 active; further: potency means the concentration at half of the fitted maximal effect; on the % scale 0 is the no-effect control and ±100 the full control effect
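A549 ARE-Fluc cells in 5% FBS OPTI-MEM, 5000 cells/well, rested 2 h then exposed to compounds in concentration-response for 18-24 h at 37 °C. Viability by CellTiter-Fluor fluorescence (Ex 405/Em 525) after 30 min; luciferase luminescence (BugLite, 15 min, RT) read afterwards.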
Nrf2 activator: activators of Nrf2 (ARE) signaling; 0.31% of 410,000 active; AREc32 ARE-luciferase reporter (MCF7-derived line), luminescence, 24 h; Potency, µM (highest dose often 46.1 µM), inactives show at the highest dose activation, hits mostly activators; further: potency means the concentration at half of the fitted maximal effect; % of control where 0% means no effect; nearly all actives have a fitted effect of over 65% in size
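Nrf2 activation is followed as ARE-luciferase induction in the AREc32 line after one day of compound treatment; luminescence is read with Steady-Glo.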
MmCpn inh: M. maripaludis TRiC chaperonin inhibition; purified Mm-Cpn ATPase, ADP Transcreener TR-FRET; Potency, µM (doses to about 76.9 µM), without a hit: top-dose activity, negative = inhibition, hits mostly inhibitors; 0.031% of 330,000 active; AID 504842; further: potency means the concentration at half of the fitted maximal effect; on the % scale 0 is the no-effect control and ±100 the full control effect; nearly all actives have a fitted effect of over 80% in size
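Compound-treated chaperonin, 25 nM final, turns over 10 uM ATP at 37°C for 30 min following a 10 min preincubation; ADP generated competes with ADP-d2 for Eu-cryptate antibody, lowering FRET.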
Akt phos inh: Akt phosphorylation inhibition; 0.32% of 360,000 active; Neuro2A IGF-stimulated pAkt S473 HTRF, 20 min; hits give low values; activity change, % for hits at 50 µM; AID 651550; in the data active means activity change below about -80%; inconclusive means mostly about -51% to -80%; further: on the % scale 0 is the no-effect control and ±100 the full control effect
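Neuro2A cells (4,500/well, DMEM with 0.5% FBS) were treated with compound at a single 50 µM final concentration, stimulated with 6 nM IGF for 20 min at 37 °C, and lysed. Phospho-Akt Ser473 was read by HTRF as 665/615 ratio ×10^4.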
HepG2 viability: HepG2 cytotoxicity, counter-screen for TGF-b inhibitors; AID 588856; Potency, µM (doses to about 46.1 µM), for the others: at the top dose activity change, negative = cytotoxicity, usual class: cytotoxic; HepG2 CAGA-GFP viability, ATP luminescence, 18 h; 0.76% of 410,000 active; further: potency means the concentration at half of the fitted maximal effect; some results filed as inactive show a strong effect at the top dose
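HepG2 CAGA-GFP cells (1000/well, DMEM with 1% FBS) received compound, then TGF-beta at 500 pg/mL final, and were incubated 18 hours at 37 degrees C. Viability was read by CellTiter-Glo luminescence. Media-only wells were set as complete cell-killing and DMSO as no toxicity.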
Abeta rescue: compounds reversing amyloid beta toxicity in yeast | yeast expressing A-beta42, growth rescue, OD600, 48 h; response scale: 0% DMSO, 100% iron-clioquinol control | Potency, µM (highest dose often 46.1 µM), without a hit: top-dose growth rescue, hits mostly activators | 0.063% of 410,000 active | AID 1347071; further: potency means the concentration at half of the fitted maximal effect; nearly all actives have a fitted effect of over 55% in size
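Growth rescue measured by 600 nm absorbance after 48 h yeast culture at 30 C with compound. Values normalized between DMSO and an equimolar ferric chloride plus clioquinol control.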
The depositor's hits bear a star; i = inactive; ? = inconclusive; / = not tested or not shown; [ ] = dose if it differs, or a comment. Unless noted, the call rests on the fitted dose curve; in most records, active means well fitted curve in the direction sought with a large enough effect; inconclusive means small, poorly fitted or top-dose-only effect, or another doubt; inactive means no such curve, though single readings can be large; an effect the other way counts as inactive or inconclusive.

Results follow in this order: CCT chaperon mod | TGFb SMAD3 inh | Nrf2 inh | A549 viability | Nrf2 activator | MmCpn inh | Akt phos inh | HepG2 viability | Abeta rescue
> CCOC(=O)C(C#N)=CN1CCN(C(=O)CCCl)c2ccccc21
→ -1.3 | 2% | 0% | 2% | ? | / | i | -2% | -8%
> CCOc1ccccc1NC(=O)CN1C(=O)C2(SCC(=O)N2c2cccc(F)c2)c2ccccc21 (centres undefined)
→ / | 11% | ? | -2% | 0.0% | / | / | 0% | -4%
> COc1ccc(C(=O)c2oc3ccc(OC)cc3c2N)cc1
→ 1.9 | 4% | 8% | -4% | 6.4% | -2% | i | -32% | -2%
> COCCCN1C2=C(C(=O)CC(C)(C)C2)C(c2ccc(O)c(OC)c2)C2=C1CC(C)(C)CC2=O
→ 0.9 | -17% | 2% | -11% | 1.1% | 1% | i | 1% | 0%
> COc1cc(OC)cc(C(=O)Nc2ccc(S(=O)(=O)Nc3cnc4ccccc4n3)cc2)c1
→ -1.8 | 13% | 5% | 2% | -1.2% | / | i | 10% | 23%
> NS(=O)(=O)c1ccc(N/C=C\C(=O)c2ccc(F)cc2)cc1
→ -27 | 1% | 18% | -4% | 2.1% | 0% | i | -24% | -3%
> Cc1ccc(Nc2c(-c3ccc(C)s3)nc3ncccn23)cc1
→ / | -3% | -11% | 1% | 6.0% | / | / | -7% | 8%
> COCC(=O)N(Cc1cc2ccccc2[nH]c1=O)c1ccccc1OC
→ -2.1 | -4% | 8% | -11% | -0.5% | 0% | i | 8% | 5%
> COc1ccc(NCC(=O)Nc2cccc(S(=O)(=O)N3CCCC3)c2)cc1Cl
→ 0.7 | ? | 18µM* | -21% | 0.7% | -1% | i | -23% | 13%
> O=C(COC(=O)c1ccc(S(=O)(=O)NCc2ccco2)cc1)c1ccccc1
→ -5.1 | 3% | 1% | 1% | -0.6% | -3% | i | -2% | 3%
> CCc1cccc(C)c1NC(=O)Cn1cnc2c1c(=O)n(C)c(=O)n2C
→ / | -6% | -16% | -2% | 0.6% | / | / | 2% | -3%
> N/C(=N\OC(=O)c1cccc(Br)c1)c1ccncc1
→ -2.5 | 8% | 17% | 2% | ? | ? | i | 5% | -31%[inhibitor]
> COc1cc(C2c3c(oc4cc(C)c(C)cc4c3=O)C(=O)N2c2cc(C)ccn2)ccc1O (centres undefined)
→ -0.3 | 4% | 1% | -4% | -0.7% | 0% | i | -34% | 11%
> O=C(c1ccccc1F)N1N=C(C(F)(F)F)CC1(O)c1ccccc1 (centres undefined)
→ -0.3 | -19% | / | / | 6.1% | / | i | -18% | -8%
> CCOC(=O)c1c(C)[nH]c(C)c1S(=O)(=O)N(C)CC(=O)Nc1cccc(C)n1
→ -0.5 | -8% | 1% | 6% | 0.5% | 3% | i | -14% | /
> CCc1ccc(NC(=O)C(=O)NNC(=O)COc2cccc(OC)c2)cc1
→ -1.9 | -28% | 4% | 14% | -0.3% | 1% | i | -16% | 8%
> COc1ccc(CN(CCCN2CCOCC2)C(=O)Nc2ccccc2)cc1OC
→ -0.4 | 6% | / | 7% | -0.3% | 0% | / | -16% | -13%
> COc1ccc(NC(=O)C2CCN(S(=O)(=O)c3ccc(Cl)c(C(F)(F)F)c3)CC2)cn1
→ 1.0 | 6% | / | / | 0.0% | / | i | -2% | 1%
> O=C(COC(=O)C12CC3CC(CC(Br)(C3)C1)C2)N1CCOCC1
→ 0.3 | ? | 3% | 4% | 0.2% | 0% | i | -40% | -5%
> Cc1ccc(Cn2c(SCCN3CCCCC3)nc3c2c(=O)n(C)c(=O)n3C)cc1
→ 0.8 | 15% | -4% | 18% | 0.2% | 0% | i | -11% | 13%
> CC1Cc2ccccc2N1CC(=O)Nc1ccc2c(c1)OC(F)(F)O2 (centres undefined)
→ -5.9 | 17% | -14% | -5% | -0.1% | 1% | i | -26% | ?
> O=C(COc1ccccc1)N1CCN=C1SCc1ccccc1
→ -0.9 | 32%[activator] | 1% | -7% | -0.1% | 0% | i | 4% | -5%
> Cc1ccc(C(=O)NCCc2nnc3ccc(SCC(=O)N4CCCC4)nn23)cc1
→ -1.6 | 2% | 4% | -3% | 0.0% | -1% | i | 6% | 8%
> CCCn1c(N2CCC(Cc3ccccc3)CC2)nc2c1c(=O)[nH]c(=O)n2C
→ -1.1 | -14% | / | ? | 4.6% | -1% | i | -17% | -44%[inhibitor]
> O=C(COC(=O)CCc1ccccc1)NC12CC3CC(CC(C3)C1)C2
→ 0.7 | 0% | -3% | 3% | -0.4% | 3% | i | -7% | 12%
> CCN(CC)S(=O)(=O)c1ccc(C(=O)/C=C/c2ccc(-c3ccc([N+](=O)[O-])cc3)o2)cc1
→ 1.0 | -28% | -34% | -4% | 9.0% | 1% | i | -28% | -13%
> Cc1nn(CC(=O)NC(C)c2ccccc2)c(=O)c2cc3occc3n12 (centres undefined)
→ / | 3% | 3% | 5% | 0.4% | / | / | 3% | -17%
> CCOc1ccccc1NC(=O)CCc1ccc(C)o1
→ 2.3 | -5% | / | 7% | 3.4% | 0% | i | 1% | -5%[9.22 µM]
> Cc1cc(-n2ccnc(NCCc3ccc(S(N)(=O)=O)cc3)c2=O)ccc1Br
→ / | ? | 0% | -1% | 4.2% | / | / | -19% | -2%
> CCN(CC)Cc1csc(C(N)=O)c1
→ 1.8 | -1% | -13% | 9% | -0.5% | 2% | i | 1% | -4%
> CC(C)CNC(=O)C1CCN(S(=O)(=O)c2ccc3c(c2)OCCO3)CC1
→ -0.3 | 0% | 1% | -5% | -0.4% | 2% | i | -2% | 4%
> CCc1ccccc1NC(=O)CNC(=O)CCNC(=O)Nc1ccccc1
→ -1.9 | -28% | 4% | -5% | 1.9% | 0% | i | -2% | 9%
> N/C(=N\N=C\c1ccco1)SC1CC(=O)N(c2ccccc2)C1=O (centres undefined)
→ -6.6 | 12% | -3% | 2% | ? | -4% | i | -26% | 17%
> CC/C(=C\c1ccc(N(C)C)cc1)c1ccncc1
→ -0.9 | ? | 1% | -4% | 5.3% | / | i | -32% | -18%
> O=C(N/N=C\C=C\c1ccco1)c1cncc(Br)c1
→ -0.2 | ? | -23% | -3% | 13µM* | -3% | i | -33% | 5%
> O=C1NCCCCC1NS(=O)(=O)c1ccccc1 (centres undefined)
→ -0.6 | ? | -24% | -6% | 0.0% | 2% | i | -19% | 5%
> CCN(C(=O)COC(=O)COc1ccc2c(c1)CCC2)c1c(N)n(Cc2ccccc2)c(=O)[nH]c1=O
→ -1.2 | -10% | -15% | -4% | -1.9% | 0% | i | -13% | 10%
> O=C(NCCCn1ccnc1)C1c2ccccc2Oc2ccccc21
→ 0.9 | 17% | 4% | -10% | -0.1% | 0% | i | -3% | 11%
> COC(=O)c1sc(S(=O)(=O)NCc2ccccc2)c(C(=O)OC)c1C
→ -0.2 | -1% | / | 7% | 4.9% | / | i | -30% | -9%
> CCCNC(=O)C1(C)CCN(C(=O)COc2ccc(Cl)cc2Cl)C1 (centres undefined)
→ -1.3 | 14% | / | / | 0.5%[9.22 µM] | / | i | -2% | 3%
> Cc1ccc(-c2cc(N)nc(-c3ccccc3)c2)cc1
→ -2.3 | -12% | 26% | -1% | 4.5% | ? | i | -48% | -17%
> COc1ccc(CCNS(=O)(=O)c2ccc(-c3ccc(=O)[nH]n3)o2)cc1OC
→ 0.9 | 4% | 0% | -6% | -0.7% | -5% | i | -3% | -2%
> Cc1cc(C)c2c(N)c(C(=O)NCC3CCCCC3)sc2n1
→ -0.1 | 2% | 22% | -3% | 6.3% | -2% | i | 17% | 3%
> CCOc1ccc(N2C(=O)CC(SCc3nc4ccccc4[nH]3)C2=O)cc1 (centres undefined)
→ -0.5 | -2% | 26% | 11% | 3.4% | -1% | i | 2% | -21%
> COc1ccc(N2CCN(C(=O)CSc3n[nH]c(-c4ccccc4)n3)CC2)cc1
→ / | -5% | / | -9% | 5.0% | / | / | 1% | -15%
> CCn1ccc(C(=O)Nc2cccc(Cl)c2)n1
→ -3.2 | 3% | ? | -1% | 3.0% | 0% | i | -14% | 9%
> CCN1C(=O)C2(c3ccccc31)c1c(oc3ccccc3c1=O)C(=O)N2CCOC (centres undefined)
→ / | -5% | 0% | -8% | -0.4% | / | / | 5% | -1%
> O=C(c1cc2cc(Cl)ccc2oc1=O)N1CCOCC1
→ -0.6 | 16% | -5% | 0% | 0.0% | -1% | i | -21% | -10%
> Cc1ccc(C2c3[nH]c4ccccc4c3CCN2C(=O)CCc2ccccc2)cc1 (centres undefined)
→ / | ? | / | -11% | 0.6% | / | / | -36% | -5%
> CCOc1ccc2nc(NC(=O)C3CCN(c4cnccn4)CC3)sc2c1
→ -1.1 | 7% | ? | -9% | -0.3% | 0% | i | -22% | 20%
> Cc1cc(=O)[nH]c(/N=C(\N)Nc2cccc3ccccc23)n1
→ -1.8 | -9% | -24% | -10% | 5.3% | -1% | i | -21% | -3%
> Cc1cc(C)c(OCC(=O)NCC(c2ccco2)N2CCCCC2)c(C)c1 (centres undefined)
→ 1.9 | -11% | ? | 2% | 2.8% | -1% | i | -27% | -5%
> O=C1c2ccccc2C(=O)C1c1ccccc1
→ -0.2 | 1% | 22% | -1% | -0.5% | -1% | i | 0% | -12%
> CCCCN(C)CC(O)Cn1cc(/C=C/C(=O)c2cccs2)c2ccccc21 (centres undefined)
→ -2.0 | ? | 0% | -16% | 28% | -3% | i | -105% | -5%

Molecules listed so far containing a CF3 group:
Results follow in this order: CCT chaperon mod | TGFb SMAD3 inh | Nrf2 inh | A549 viability | Nrf2 activator | MmCpn inh | Akt phos inh | HepG2 viability | Abeta rescue
> O=C(c1ccccc1F)N1N=C(C(F)(F)F)CC1(O)c1ccccc1 (centres undefined)
→ -0.3 | -19% | / | / | 6.1% | / | i | -18% | -8%
> COc1ccc(NC(=O)C2CCN(S(=O)(=O)c3ccc(Cl)c(C(F)(F)F)c3)CC2)cn1
→ 1.0 | 6% | / | / | 0.0% | / | i | -2% | 1%
